# High-throughput results: PubChem, several laboratories
# Tat transport: inhibitors of E. coli Tat protein transport; AID 488895; 0.036% of 340,000 active; inhibition, % at 10 µM; E. coli MC4100 TorA-mCherry Tat export, fluorescence;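 active = mean replicate inhibition at least 50% and at least half of replicates individually reaching 50%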;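 note: exported cargo escapes ClpAP degradation while cytoplasmic cargo is degraded and loses fluorescence; 0% = median of neutral control wells and 100% = median of NaSCN control wells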
# phage Ecoli inh: E. coli growth loss with phage present. 0.26% of 360,000 active. inhibition, % at 11.9 µM. AID 651602. growth absorbance; in the data active = inhibition above about 11%
# CAL PDZ FP-1: human CAL PDZ-peptide interaction inhibition. purified CAL PDZ, TMR-peptide fluorescence polarization, 1 h. inhibition, % at 20 µM. AID 504414. Q9HD26. 0.02% of 330,000 active;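 active = highest replicate inhibition of at least 40%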;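 note: plate controls were DMSO neutral control wells for no effect and unlabeled competitor peptide control wells for full effect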
#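 Test system: tagged CAL PDZ domain / Buffer or medium: sodium phosphate/NaCl buffer pH 7.4 with TCEP, IgG, Thesit / Reagent: TMR-labelled reporter peptide T*-PRC34 bound in PDZ groove / Compound dosing: single point, 20 µM / Schedule: 1 h incubation at room temperature before polarization reading / Technique: fluorescence polarization (mP) / Benchmarks: unlabelled peptide, DMSO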
# AddAB inh: less growth of phage-infected E. coli with AddAB | E. coli expressing H. pylori AddAB, absorbance growth | inhibition, % at 11.9 µM | 0.29% of 330,000 active; in the data active = inhibition above about 12%;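 note: 0% = vehicle wells of infected cells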
# SR-BI HDL uptake: inhibitors of mouse SR-BI mediated HDL lipid uptake; Q61009; 0.96% of 320,000 active; ldlA[mSR-BI] CHO cells, DiI-HDL uptake fluorescence, 3 h; inhibition, % at 12.5 µM;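 active = mean replicate inhibition of at least 70% and a set share of replicates each scoring 70 or more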;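 note: 0% = median of neutral control wells and 100% = median of positive control wells; values of inactives mirror those of a sister screen read the other way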
# Target sequence (Q61009 whole entry, looked up): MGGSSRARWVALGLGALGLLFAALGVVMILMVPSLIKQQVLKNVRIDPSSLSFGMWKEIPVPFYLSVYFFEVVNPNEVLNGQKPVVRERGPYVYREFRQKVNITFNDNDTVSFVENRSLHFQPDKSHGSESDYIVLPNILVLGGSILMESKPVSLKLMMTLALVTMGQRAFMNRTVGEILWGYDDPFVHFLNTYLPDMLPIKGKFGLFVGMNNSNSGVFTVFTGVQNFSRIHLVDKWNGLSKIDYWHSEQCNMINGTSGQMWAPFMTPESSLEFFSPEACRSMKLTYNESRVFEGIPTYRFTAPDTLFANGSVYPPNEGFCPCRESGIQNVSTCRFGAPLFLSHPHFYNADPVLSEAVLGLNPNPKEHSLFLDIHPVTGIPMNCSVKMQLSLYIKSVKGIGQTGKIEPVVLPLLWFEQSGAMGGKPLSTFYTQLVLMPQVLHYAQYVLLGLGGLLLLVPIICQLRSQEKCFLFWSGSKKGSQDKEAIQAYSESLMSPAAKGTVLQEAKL
# Wnt bcat act: activators of Wnt/beta-catenin signaling | activation, % at 9.35 µM | Wnt/beta-catenin reporter cell assay, activator, plate reader | 1.2% of 300,000 active; in the data active = activation above about 30%, passing the limit was not always enough;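 note: 0% = neutral control wells and 100% = positive control wells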
# MITF act: MITF TRPM1 promoter activation in melanoma cells; SK-MEL-5 TRPM1-promoter luciferase, 24 h; % of positive control, neutral wells = 0; activation, % at 12.5 µM; 0.75% of 300,000 active; AID 588334;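 active = mean activation of at least 80% with every replicate also reaching 80%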;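 note: 0% = neutral control wells and 100% = parthenolide positive control wells; values of inactives mirror those of a sister screen read the other way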
# SR-BI DiI-HDL act: enhances SR-BI lipid uptake from DiI-HDL; CHO ldlA[mSR-BI] cells, DiI-HDL uptake fluorescence, 3 h; 100 = double the neutral-control signal; activation, % at 12.5 µM; 0.096% of 320,000 active; AID 504775;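 active = mean replicate activation of at least 60% and every replicate at or above 60%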;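 note: 0% = median plate neutral-control signal and 100% = twice that signal; values of inactives mirror those of a sister screen read the other way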
#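 Test system: SR-BI-overexpressing, LDLR-lacking CHO cells. Measured by: DiI fluorescence, bottom read. Medium: Ham's F12 with 0.5% BSA, HEPES 25 mM, pH 7.4. Timing: 3 h uptake period with compound, 37 °C.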
# CAL PDZ FP-2: CAL PDZ (human) peptide binding inhibition; inhibition, % at 24.9 µM; purified CAL PDZ, TMR-peptide fluorescence polarization, 1 h; Q9HD26; AID 602252; 0.92% of 300,000 active;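 active = mean inhibition of at least 30% with at least half of replicates also reaching 30%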;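 note: 0% = DMSO neutral control and 100% = excess unlabeled competitor peptide PRC23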
# Ecoli viability: counter-screen for AddAB inhibitors: E. coli growth inhibition. 0.27% of 330,000 active. inhibition, % at 11.9 µM. E. coli V3065 growth, OD600 absorbance, 18 h;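 active = inhibition above the campaign's mean inhibition across all tested compounds plus 3 SD, cut at about 9.9% in these data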;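 note: uninfected addAB+ strain grown without phage in ampicillin broth; 0% = DMSO wells and 100% = ciprofloxacin 0.95 µg/ml wells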
# * = called active by the depositor; . = no result given.
SMILES,Tat transport,phage Ecoli inh,CAL PDZ FP-1,AddAB inh,SR-BI HDL uptake,Wnt bcat act,MITF act,SR-BI DiI-HDL act,CAL PDZ FP-2,Ecoli viability
Oc1ccccc1OCC(O)c1ccccc1 (centres undefined),13,2.2,-1.9,4.1,-14,0,11,14,-4,-0.6
Cc1ccc(N(Cc2ccccc2)C(=O)c2cc(S(=O)(=O)N3CCOCC3)ccc2F)cc1,1,3.1,-0.5,1.8,-11,9,40,11,-2,-1.4
CCC(=O)N1CCc2cc(S(=O)(=O)NC(Cc3ccccc3)C(=O)Nc3nccs3)ccc21 (centres undefined),-3,3.1,-0.9,-3.8,-1,.,-8,1,-3,-1.0
CC(C)CNC(=O)c1cc2nc3c(c(C(F)(F)F)n2n1)CCc1ccccc1-3,-6,0.5,-1.9,1.0,78*,.,9,-78,-2,1.8
O=C(NCCc1ccc(Cl)cc1)c1nnc(Cc2ccc(Cl)cc2)o1,-1,2.2,0.0,0.9,-4,-2,2,4,.,0.3
O=S(=O)(c1ccc2ncn(O)c2c1)N1CCOCC1,-4,2.6,0.4,3.8,-25,-3,1,25,.,-1.6
O=C(COc1ccccc1[N+](=O)[O-])Nc1cc(C(=O)O)cc(C(=O)O)c1,-8,2.6,-0.1,3.4,-17,0,-6,17,-5,1.0
CC(NCc1cccs1)c1ccccc1 (centres undefined),-8,2.5,-0.2,0.3,-17,1,5,17,-3,-2.7
COc1ccccc1N1C(=O)C2C(C(=O)c3ccccc3)=NN(c3ccc(Br)cc3)C2C1=O (centres undefined),.,-1.0,.,5.0,.,2,.,.,.,2.7
OCCN1CCN(c2ncnc3c2c(-c2ccccc2)cn3-c2ccc(F)cc2)CC1,2,0.1,-1.5,-0.3,29,-2,0,-29,-5,-0.8
c1ccc(N2CCN(c3nnc(Cc4cccnc4)c4ccccc34)CC2)nc1,-11,5.0,-1.8,1.9,17,.,1,-17,.,2.5
Cc1ccc(S(=O)(=O)N(C)CC(=O)OCC(=O)NCCN2C(=O)CSC2=O)cc1,-1,0.0,-0.4,2.3,-12,1,-1,12,-5,1.4

# Continued (4 carried over from the part before).
SMILES,Tat transport,phage Ecoli inh,CAL PDZ FP-1,AddAB inh,SR-BI HDL uptake,Wnt bcat act,MITF act,SR-BI DiI-HDL act,CAL PDZ FP-2,Ecoli viability
COc1ccccc1N1C(=O)C2C(C(=O)c3ccccc3)=NN(c3ccc(Br)cc3)C2C1=O (centres undefined),.,-1.0,.,5.0,.,2,.,.,.,2.7
OCCN1CCN(c2ncnc3c2c(-c2ccccc2)cn3-c2ccc(F)cc2)CC1,2,0.1,-1.5,-0.3,29,-2,0,-29,-5,-0.8
c1ccc(N2CCN(c3nnc(Cc4cccnc4)c4ccccc34)CC2)nc1,-11,5.0,-1.8,1.9,17,.,1,-17,.,2.5
Cc1ccc(S(=O)(=O)N(C)CC(=O)OCC(=O)NCCN2C(=O)CSC2=O)cc1,-1,0.0,-0.4,2.3,-12,1,-1,12,-5,1.4
CCOC(=O)N/N=C\c1ccc([N+](=O)[O-])s1,-34,2.5,0.2,2.4,5,-1,-30,-5,0,4.4
CSc1cccc(NS(=O)(=O)c2cccc3nsnc23)c1,-8,0.6,-2.8,3.6,16,.,2,-16,-1,0.9
Cc1cc(Cl)ccc1OCC(=O)N1CCCCC1,-3,3.1,1.6,-0.6,0,.,50,0,-4,-2.9
COC(=O)c1ccccc1N(Cc1ccccc1)S(C)(=O)=O,1,1.2,-0.6,1.0,-11,.,-3,11,0,1.5
Cc1nc2ccccc2nc1OCc1ccc([N+](=O)[O-])cc1,0,1.9,-0.6,2.9,-3,-1,13,3,-4,1.9
NC(=O)CSc1nc2c(c(=O)n1-c1ccccc1)C1(CCCCC1)Cc1ccccc1-2,-1,4.3,-1.7,-0.5,-11,-4,-1,11,-2,-1.7
Cc1cccc(S(=O)(=O)C(C#N)c2nc3ccccc3nc2N2CC(C)OC(C)C2)c1 (centres undefined),-15,-0.1,-3.4,2.1,11,15,-7,-11,-2,0.9
O=C(NC(=S)NCc1ccccc1)c1cccc(Cl)c1,-6,2.5,0.3,2.9,1,0,.,-1,-7,-0.5
O=c1c2c3c(sc2nc(NCCO)n1CCc1ccccc1)CCCCC3,1,1.6,-1.7,0.2,19,-6,-12,-19,-2,-2.2
CCN(CC)C1Oc2cc3c(cc2C(c2cccc(OC)c2O)C1C)OCO3 (centres undefined),3,1.9,0.1,.,16,-2,1,-16,-3,.
CC(C)CC(=O)Nc1ccc2ccccc2c1,0,2.2,-0.8,-1.1,-4,12,6,4,-3,0.5
O=c1[nH]cnc2c1sc1nc3c(c(-c4ccc(Cl)cc4)c12)CCC3,0,2.9,-15,-1.9,29,-2,.,-29,.,-1.6
CCN(C[C@H]1N[C@@](CC)(C(=O)OC)[C@H]2C(=O)N(Cc3ccccc3)C(=O)[C@@H]12)C(=O)Nc1ccc(C(F)(F)F)cc1,2,2.9,0.8,2.0,24,-1,5,-24,-5,-0.9
O=C(NCc1ccco1)C(c1ccccc1)N(Cc1cccnc1)C(=O)Cn1nnc2ccccc21 (centres undefined),2,1.7,0.0,1.6,-51,.,3,51,-5,-2.9
O=C(NCc1nc2ccccc2[nH]1)C1=C[C@H](c2ccccc2)C[C@H](OCc2ccc(CO)cc2)O1,24,1.3,0.3,4.9,-12,-3,6,12,-3,0.9
CCN(CC)S(=O)(=O)c1ccc(NC(=O)CCNC(=O)c2ccco2)cc1,-4,2.7,-0.8,4.5,11,13,1,-11,-3,-0.1
O=C(Nc1nc2ccccc2[nH]1)C1CCC1,-9,0.0,-1.1,0.7,7,10,57,-7,-18,1.6
Nn1c(SCC(=O)NC(=O)NC2CCCC2)nnc1-c1ccccc1F,6,0.8,0.2,3.4,-2,.,-14,2,-1,3.4
CC(Oc1cccnc1[N+](=O)[O-])C(=O)Nc1ccc(Cl)cn1 (centres undefined),-4,-1.8,-1.6,0.3,19,-2,-5,-19,27,-2.1
COc1ccc(Cl)cc1NC(=O)CN1CCc2ccccc2C1,2,0.6,0.3,3.5,16,0,.,-16,-1,0.3
COc1ccc(N(CC(=O)Nc2ccccc2C(=O)NCC(C)C)S(C)(=O)=O)cc1,-7,2.4,-1.2,-0.2,-14,.,8,14,2,1.5
CCCc1cc(=O)n2[nH]c(CCc3ccccc3)nc2n1,2,2.8,-0.5,2.6,14,0,.,-14,-5,-2.0
Clc1ccccc1CONc1ncnc2nonc12,-6,6.2,-3.9,0.0,-4,1,45,4,-2,-1.1
Cc1csc(NC(=O)CSc2nnc(-c3ccccc3)o2)n1,-3,-1.6,-0.4,-0.4,-7,0,38,7,-2,-5.9
S=C(NCc1ccccn1)Nc1ccc(Br)cc1Cl,-18,2.1,-0.5,-1.8,21,20,42,-21,.,0.7
CCCC(=O)Nc1nnc(S(=O)(=O)N(CC(C)C)c2ccccc2)s1,2,0.5,0.6,2.4,10,-1,-9,-10,-12,-1.5
CCn1cc(C(=O)NCc2ccc3c(c2)OCO3)c(=O)c2cc(F)c(N3CCN(C)CC3)cc21,10,16*,-4.0,99*,27,.,6,-27,-3,98*
COc1cccc(/C=N/n2c(C3CCCCC3)n[nH]c2=S)c1O,-1,-0.6,-1.0,.,-18,-3,-1,18,-1,.
CCCCCCCCC(=O)NCCOc1ccccc1,8,0.9,0.0,1.4,-14,0,-6,14,0,0.9
CCN(CC(=O)Nc1c(F)cccc1F)C(=O)c1ccc2c(c1)NC(=O)C(C)S2 (centres undefined),0,1.3,-2.2,1.7,5,0,-1,-5,5,-0.1
Nc1nc2ncc(C(=O)c3cc(Cl)cc(Cl)c3O)cc2s1,14,0.4,-0.8,2.6,-26,-8,-2,26,2,-1.3
Cc1cccc(C(=O)Nc2sc(C(=O)N3CCCC3)c(C)c2C#N)c1,-4,0.6,-2.6,-2.1,27,-4,-3,-27,2,-2.1
CC(=O)N[C@@H](C)C(=O)N1CCC(n2nccc2NC(=O)CCCc2ccccc2)CC1,-10,1.1,-2.8,0.9,-5,4,3,5,-4,-1.9
Cc1ccccc1OCC(=O)NC(Cc1c[nH]c2ccccc12)C(=O)O (centres undefined),3,3.7,-2.9,-1.0,6,-1,-6,-6,-3,-2.4
Cc1nc(SCc2cccc(Oc3ccccc3)c2)n[nH]1,1,3.9,-2.4,3.3,-19,.,34,19,0,-0.4
Cc1ccc(C(=O)Nc2ccccc2C(N)=O)o1,-11,7.8,-0.9,7.8,-13,.,.,13,1,6.2
COc1ccc(C2C(C(=O)OCC3CCCO3)=C(C)NC3=C2C(=O)CC(c2ccco2)C3)cc1O (centres undefined),-18,3.3,-0.9,0.5,25,.,-4,-25,.,1.4
CC(=O)Nc1c(O)nc(SCC(=O)N2CCCCC2)[nH]c1=O,-8,0.1,0.3,3.3,-22,-2,.,22,-4,-2.0
COC(=O)c1ccccc1NC(=O)NCc1ccccn1,2,2.2,-2.2,2.8,-8,1,.,8,1,-0.2
Cc1cc(C)c(NC(=O)CCCN2CCN(C)CC2)c(C)c1,5,-1.1,-1.0,3.7,.,0,-12,.,1,-0.2
O=C(COC(=O)c1ccco1)c1ccc(Cl)cc1,11,2.8,0.2,4.4,.,1,19,.,.,3.2
CCOc1ccccc1NC(=O)CCNC(=O)c1ccco1,-7,-1.2,-1.6,3.0,.,-2,-6,.,-6,0.2
C[C@H]1CN=C(Nc2ccccc2)N1CC1CCCCCC1,2,3.3,-0.2,2.9,4,2,2,-4,-1,1.9
O=C(Cn1ncc2c([nH]c3ccccc32)c1=O)N1CCN(c2ccccc2F)CC1,-3,1.7,0.1,7.0,-7,-2,-7,7,.,1.0
Cc1cc(C)cc(NC(=O)COC(=O)Cn2cnc3c2c(=O)n(C)c(=O)n3C)c1,5,3.2,-0.6,1.3,7,-3,12,-7,-1,0.3
COc1ccc(C)cc1NS(=O)(=O)c1ccc2c(c1)N(C)CCO2,3,-0.6,-2.2,-1.5,-4,0,-2,4,-2,-1.8
O=[N+]([O-])c1cc(-c2ccccc2)cc([N+](=O)[O-])c1O,1,3.5,-0.5,.,3,-1,0,-3,0,.
Cc1cc(C(=O)NCC(=O)OCC(=O)N2CCCCCC2)ccc1[N+](=O)[O-],-3,1.5,0.2,-0.9,-27,-7,3,27,-2,-1.1
O=C(Nc1cccc2ccccc12)C1CCN(C(=O)NCc2ccccc2)CC1,-1,2.2,-3.4,2.0,31,9,4,-31,-2,0.6
Cc1ccc(S(=O)(=O)N2CCN(C(=O)Cn3nc(C)c([N+](=O)[O-])c3C)CC2)cc1,-8,6.4,0.3,1.3,-3,-3,-7,3,3,-2.6
CCCC(=O)Nc1cc2c(cc1C(C)=O)OCCO2,4,2.6,0.4,2.0,0,-1,-15,0,-1,2.2
Cc1oc(C)c(C(=O)O)c1COc1ccc(C(=O)O)cc1,5,3.0,0.5,4.1,-16,-1,-8,16,1,1.6
